SRC3 inh: human NCOA3 inhibition; Q9Y6Q9; HEK293 GAL4-SRC3 luciferase reporter, luminescence; inhibition, % at 3.6 µM; 360,000 tested, 0.17% active;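 active = inhibition above a per-campaign cutoff, the mean of all compounds plus 3 SD, cut at about 60% in these data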;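 also: 0% = DMSO-treated cells and 100% = gossypol-treated cells at 36 µM; higher means less SRC3-driven luciferase light from the GAL4 reporter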
SRC1 inh: inhibits human SRC1 coactivator; Q15788; HEK293 GAL4-SRC1 luciferase reporter, luminescence; inhibition, % at 3.6 µM; 360,000 tested, 0.12% active; AID 588354;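 active = inhibition above the campaign mean plus 3 SD, with each screening campaign given its own cutoff, cut at about 60% in these data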;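 also: 0% = DMSO treated cells and 100% = gossypol at 36 µM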
C8 TRAIL sens: caspase-8 TRAIL sensitization; NB7+C8 cells + TRAIL, ATPlite viability luminescence; AID 624354; 360,000 tested, 1% active; inhibition (viability loss, TRAIL sensitization), % at 10 µM;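 active = compounds causing at least 50% loss of cell viability in the single-dose screen, relative to plate controls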
NR2F2 inh: NR2F2 (human) inhibition, primary screen; inhibition, % at 8.6 µM; P24468; 370,000 tested, 0.7% active; HEK293T NGFI-A luciferase reporter, luminescence;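 active = inhibition above a per-plate cutoff, mean inhibition of test wells between control levels plus 3 SD, cut at about 38% in these data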;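 also: cells cotransfected with COUP-TFII expression vector driving the NGFI-A reporter; 0% = median of COUP-TF2 test wells and 100% = reporter-only cells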
LMP1 NFkB inh: Epstein-Barr LMP1 NF-kappaB reporter inhibition; LMP1-induced NF-kappaB luciferase reporter cells, luminescence; inhibition, % at 12.5 µM; 350,000 tested, 0.69% active; in the data active = inhibition above about 41%;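 also: 0% = neutral control wells and 100% = reference inhibitor control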
TLR9-MyD88 inh: TLR9-MyD88 interaction inhibition; Q9NR96+Q99836; CHO BLA complementation TLR9-MyD88, CCF4 FRET ratio; inhibition, % at 4.98 µM; 340,000 tested, 0.21% active;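 active = inhibition above the mean over all tested compounds plus 3 SD, cut at about 21% in these data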;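 also: 0% = DMSO only wells and 100% = clavulanate BLA inhibitor control wells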
TROY NFkB inh: blocks TROY-dependent signaling in reporter cells; inhibition, % at 10 µM; 360,000 tested, 0.98% active; AID 1347056; Q293 LMP1-TROYcd NF-kB luciferase reporter, 4 h;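 active = compounds whose plate-normalised and pattern-corrected inhibition of the luciferase reporter signal at the single screening dose is 50% or more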
LRH-1 inv ag: inverse agonists of human LRH-1 (NR5A2); 360,000 tested, 0.13% active; inhibition, % at 3.6 µM; HEK293T StAR-luciferase reporter, LRH-1 transfected, 24 h;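 active = inhibition above the mean inhibition of all tested compounds plus 3 SD, cut at about 73% in these data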;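 also: 0% = DMSO wells and 100% = reporter-only cells lacking LRH-1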
Vif inh: blocks HIV Vif function. inhibition, % at 7.49 µM. HEK293T cells, Vif self-association by quenched fluorescence, imaging, 24 h. 340,000 tested, 0.35% active. AID 602346; in the data active = inhibition above about 50%, passing the limit was not always enough; also: some results filed as inactive read as strong as hits
NOD2 RIPK2 PPI: NOD2-RIPK2 protein interaction inhibition. O43353. CHO BLA complementation NOD2-RIPK2, CCF4 ratio. inhibition, % at 4.98 µM. 360,000 tested, 0.38% active. AID 624267; in the data active = inhibition above about 21%;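 also: 0% = vehicle only and 100% = reference blocker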
NCOA2 inhibitor: human SRC2 (NCOA2) inhibition; Q15596; HEK293 GAL4-SRC2 luciferase reporter, luminescence; inhibition, % at 9 µM; 370,000 tested, 0.17% active;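 active = inhibition above the mean inhibition of all tested compounds plus 3 SD, set per campaign, cut at about 52% in these data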;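 also: 0% = DMSO treated cells and 100% = cells given Gossypol at 36 µM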
Target sequence (Q15596 whole entry, looked up, the tested form may be a part): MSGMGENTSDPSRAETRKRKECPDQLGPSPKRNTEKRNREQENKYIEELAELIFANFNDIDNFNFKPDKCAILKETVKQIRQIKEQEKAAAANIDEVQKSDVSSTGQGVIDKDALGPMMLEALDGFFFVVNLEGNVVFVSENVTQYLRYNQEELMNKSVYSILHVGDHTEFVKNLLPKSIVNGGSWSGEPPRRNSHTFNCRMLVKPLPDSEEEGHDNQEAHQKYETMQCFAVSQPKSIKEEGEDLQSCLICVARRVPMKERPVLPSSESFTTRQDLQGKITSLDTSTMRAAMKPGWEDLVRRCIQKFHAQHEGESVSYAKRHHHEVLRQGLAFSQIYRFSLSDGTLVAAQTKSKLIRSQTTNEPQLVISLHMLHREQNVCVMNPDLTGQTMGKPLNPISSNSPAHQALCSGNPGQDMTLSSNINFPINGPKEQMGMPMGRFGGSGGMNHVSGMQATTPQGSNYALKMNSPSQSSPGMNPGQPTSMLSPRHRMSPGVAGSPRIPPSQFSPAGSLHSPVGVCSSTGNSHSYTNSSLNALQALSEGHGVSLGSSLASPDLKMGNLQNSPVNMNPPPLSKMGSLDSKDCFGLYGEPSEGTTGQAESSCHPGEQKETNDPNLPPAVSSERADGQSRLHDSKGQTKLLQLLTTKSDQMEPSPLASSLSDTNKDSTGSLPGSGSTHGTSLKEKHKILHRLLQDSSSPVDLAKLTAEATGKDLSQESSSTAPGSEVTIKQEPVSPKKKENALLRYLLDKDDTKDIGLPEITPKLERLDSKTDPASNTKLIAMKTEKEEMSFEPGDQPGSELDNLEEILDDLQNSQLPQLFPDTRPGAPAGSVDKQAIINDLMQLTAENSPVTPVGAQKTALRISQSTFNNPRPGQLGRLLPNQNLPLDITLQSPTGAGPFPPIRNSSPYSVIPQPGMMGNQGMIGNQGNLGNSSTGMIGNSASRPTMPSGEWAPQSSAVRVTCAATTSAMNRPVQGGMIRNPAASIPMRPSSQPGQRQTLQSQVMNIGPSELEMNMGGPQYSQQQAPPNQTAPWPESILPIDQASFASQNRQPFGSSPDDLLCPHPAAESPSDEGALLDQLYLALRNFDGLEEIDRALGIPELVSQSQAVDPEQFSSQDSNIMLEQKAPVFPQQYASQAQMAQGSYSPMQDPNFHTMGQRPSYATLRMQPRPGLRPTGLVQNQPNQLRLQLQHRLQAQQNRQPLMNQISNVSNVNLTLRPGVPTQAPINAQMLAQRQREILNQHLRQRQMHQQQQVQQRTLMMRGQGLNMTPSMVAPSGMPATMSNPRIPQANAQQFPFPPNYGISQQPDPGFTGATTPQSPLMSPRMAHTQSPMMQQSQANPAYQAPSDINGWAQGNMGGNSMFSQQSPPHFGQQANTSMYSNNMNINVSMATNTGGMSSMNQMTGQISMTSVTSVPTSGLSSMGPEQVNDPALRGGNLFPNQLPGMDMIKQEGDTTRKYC
Numbers without * were called inactive; . = not tested or not shown.

#1 CC(=O)OCCCNc1cc(SCc2ccco2)c2nonc2c1[N+](=O)[O-]
#2 O=C(N/C(=C/c1ccc(Cl)cc1)c1nc2ccccc2[nH]1)c1ccco1
#3 Cc1cc(S(=O)(=O)N2CCCCC2)c(C)s1
#4 CC(C)(C)N1CC(C(=O)Nc2ccc(C#N)cc2)CC1=O (stereo not drawn)
#5 Cc1ccccc1C=Nc1ccccc1C(N)=O
#6 O=[N+]([O-])c1ccc(S(=O)(=O)N/N=C/c2cccs2)cc1
#7 CC1(C)OC(=O)N(CCc2ccccc2)C1(C)O (stereo not drawn)
#8 Cc1nc(Cc2nnc(SC(C)C(=O)Nc3cccc(C#N)c3)o2)cs1 (stereo not drawn)

assay / entry | 1 | 2 | 3 | 4 | 5 | 6 | 7 | 8
SRC3 inh | 20 | 3 | 1 | 5 | 9 | 3 | 8 | 12
SRC1 inh | -11 | -1 | -7 | -5 | -9 | -4 | 7 | -11
C8 TRAIL sens | 0 | 0 | -12 | -13 | 3 | 3 | -9 | -4
NR2F2 inh | 15 | 5 | 2 | -7 | 6 | 10 | 7 | .
LMP1 NFkB inh | 13 | -29 | 3 | -12 | -14 | 2 | -4 | 1
TLR9-MyD88 inh | -1 | -11 | -20 | 2 | -8 | 2 | -1 | 6
TROY NFkB inh | 9 | -39 | -2 | 20 | 20 | -12 | 20 | -2
LRH-1 inv ag | 7 | -18 | -12 | 7 | 14 | 9 | 8 | -2
Vif inh | -1 | 6 | 1 | 2 | -5 | 2 | -6 | -8
NOD2 RIPK2 PPI | -20 | -9 | 3 | 7 | 5 | -6 | -2 | 10
NCOA2 inhibitor | -2 | 5 | -2 | -44 | -20 | -5 | 3 | .

#9 Cc1c(NCc2cc(Cl)ccc2O)c(=O)n(-c2ccccc2)n1C
#10 O=C(Nc1ccc(Br)cc1)/C(=C/c1cccc([N+](=O)[O-])c1)NC(=O)C1CCCCC1
#11 NC(=O)C1CCCN(C(=O)CCc2nnc(C3(c4ccc(Cl)cc4)CCC3)o2)C1 (stereo not drawn)
#12 C/C(=N\NC(=O)c1nn(C)c(C)c1Br)c1ccc(NC(=O)c2ccoc2C)cc1
#13 CC(CNC(=O)COC(=O)c1cccs1)c1ccccc1 (stereo not drawn)
#14 COC(=O)/N=C/c1c(NCc2ccccc2)nc2c(C)cccn2c1=O
#15 C=CCc1ccc(OCCn2nnc3ccccc32)c(OC)c1
#16 CC(=O)c1ccc(NC(=O)C(C)Nc2ccc(Cl)cc2)cc1 (stereo not drawn)

assay / entry | 9 | 10 | 11 | 12 | 13 | 14 | 15 | 16
SRC3 inh | -6 | 24 | 20 | -51 | 13 | -2 | -78 | 3
SRC1 inh | 7 | 12 | 1 | -129 | 0 | -9 | -91 | 6
C8 TRAIL sens | 9 | 12 | 22 | -5 | 0 | -9 | 6 | -26
NR2F2 inh | 6 | -5 | 12 | -39 | 3 | 6 | 21 | 5
LMP1 NFkB inh | -1 | 5 | -4 | -3 | 2 | -9 | -23 | 4
TLR9-MyD88 inh | -1 | -2 | -16 | -8 | -12 | 6 | 3 | 11
TROY NFkB inh | 14 | -10 | -9 | -3 | -34 | 2 | -43 | -25
LRH-1 inv ag | 13 | -1 | 25 | -142 | -3 | 19 | -138 | 4
Vif inh | 2 | -4 | . | 5 | -3 | -6 | -15 | 0
NOD2 RIPK2 PPI | 1 | 1 | -2 | -8 | -18 | -5 | -7 | 2
NCOA2 inhibitor | 1 | -5 | -2 | -81 | -22 | 6 | -58 | -3

#17 CC(NC(=O)c1cc(-c2ccc(Br)cc2)on1)c1ccccc1 (stereo not drawn)
#18 Cc1c(NS(=O)(=O)c2ccc(Br)cc2)c(=O)n(-c2ccccc2)n1C
#19 COc1ccc(C(=O)/C=C/C(=O)N(Cc2ccccc2)C(C(=O)NC2CCCCC2)c2ccncc2)c(O)c1 (stereo not drawn)
#20 O=C(CSc1nc2ccccc2s1)Nc1ncccn1
#21 CCOc1cc(NC(=S)NCc2ccccc2)c(OCC)cc1NC(=O)C(C)C
#22 Cc1ccc(-c2nc(CS(=O)CC(=O)NC3CCCC3)c(C)o2)cc1 (stereo not drawn)
#23 O=C(CN1C(=O)NC2(CCCC2)C1=O)NNC(=O)c1ccc(Cl)cc1
#24 O=[N+]([O-])c1cc(Cl)ccc1N1CCN(c2cccc(C(F)(F)F)c2)CC1

assay / entry | 17 | 18 | 19 | 20 | 21 | 22 | 23 | 24
SRC3 inh | 14 | -4 | 4 | 10 | -7 | -6 | -3 | 18
SRC1 inh | -13 | -3 | 0 | -3 | 5 | -1 | 3 | 12
C8 TRAIL sens | 4 | 3 | -5 | 6 | -7 | 6 | -9 | 10
NR2F2 inh | 10 | 2 | 12 | 13 | 5 | 13 | 12 | 9
LMP1 NFkB inh | -1 | -30 | -1 | -2 | 4 | -2 | 1 | 11
TLR9-MyD88 inh | -4 | -3 | -1 | 7 | -7 | 9 | -5 | -4
TROY NFkB inh | -23 | -16 | 5 | -7 | 5 | 8 | -7 | 12
LRH-1 inv ag | 4 | -3 | 1 | -24 | 10 | 3 | -4 | 11
Vif inh | 11 | 12 | -4 | 33 | 6 | -5 | 3 | -1
NOD2 RIPK2 PPI | -13 | -12 | 8 | 5 | -3 | 9 | -5 | 2
NCOA2 inhibitor | -6 | 10 | -9 | 1 | 1 | 7 | 21 | 9

#25 Cc1ccc(NC(=O)O/N=C/c2cccc([N+](=O)[O-])c2)cc1
#26 O=C(Nc1ccc2c(c1)OCCO2)c1cccc(S(=O)(=O)N2CCOCC2)c1
#27 O=C(O)CC1(CC(=O)NCc2cc(F)cc3c2OCOC3)CCCCC1
#28 COC(=O)c1ccccc1NC(=O)CSc1[nH]c(=O)cc(C)c1C#N
#29 O=C(Nc1ccccc1SCC1CSc2nc3ccccc3c(=O)n21)c1ccccc1 (stereo not drawn)
#30 O=C(Cn1nnc(-c2ccccc2-n2cnnn2)n1)NCc1ccccc1
#31 COc1ccc(OC)c(NC(=O)CSc2nc(=O)n(CCN3CCOCC3)c3c2CCCC3)c1
#32 Cc1noc(C)c1CSCC(=O)N1CCN(c2ccc(F)cc2)CC1

assay / entry | 25 | 26 | 27 | 28 | 29 | 30 | 31 | 32
SRC3 inh | -28 | -27 | 17 | 8 | 10 | 12 | 12 | -6
SRC1 inh | -14 | -44 | -8 | -1 | -1 | -11 | 5 | 7
C8 TRAIL sens | 5 | 2 | -14 | 0 | 7 | 12 | 3 | -24
NR2F2 inh | -13 | -24 | -6 | -7 | 9 | 12 | 9 | 14
LMP1 NFkB inh | -11 | -9 | -10 | 7 | -2 | -4 | 1 | 8
TLR9-MyD88 inh | -1 | 1 | -3 | 3 | 6 | 4 | -3 | -5
TROY NFkB inh | -65 | -40 | -8 | 3 | -1 | 4 | 2 | 6
LRH-1 inv ag | -35 | -59 | -14 | 19 | 3 | -2 | 6 | 2
Vif inh | -4 | 9 | -7 | -3 | 0 | 27 | 2 | 2
NOD2 RIPK2 PPI | 2 | 4 | 2 | 8 | 2 | -9 | -3 | -3
NCOA2 inhibitor | -47 | -14 | -21 | -29 | 5 | 10 | 32 | 4

Part of the list above, tab-delimited:
cpd	mol	SRC3 inh	SRC1 inh	C8 TRAIL sens	NR2F2 inh	LMP1 NFkB inh	TLR9-MyD88 inh	TROY NFkB inh	LRH-1 inv ag	Vif inh	NOD2 RIPK2 PPI	NCOA2 inhibitor
31	COc1ccc(OC)c(NC(=O)CSc2nc(=O)n(CCN3CCOCC3)c3c2CCCC3)c1	12	5	3	9	1	-3	2	6	2	-3	32
29	O=C(Nc1ccccc1SCC1CSc2nc3ccccc3c(=O)n21)c1ccccc1 (stereo not drawn)	10	-1	7	9	-2	6	-1	3	0	2	5
26	O=C(Nc1ccc2c(c1)OCCO2)c1cccc(S(=O)(=O)N2CCOCC2)c1	-27	-44	2	-24	-9	1	-40	-59	9	4	-14
25	Cc1ccc(NC(=O)O/N=C/c2cccc([N+](=O)[O-])c2)cc1	-28	-14	5	-13	-11	-1	-65	-35	-4	2	-47
30	O=C(Cn1nnc(-c2ccccc2-n2cnnn2)n1)NCc1ccccc1	12	-11	12	12	-4	4	4	-2	27	-9	10
27	O=C(O)CC1(CC(=O)NCc2cc(F)cc3c2OCOC3)CCCCC1	17	-8	-14	-6	-10	-3	-8	-14	-7	2	-21

Next structures:
#33 O=C(c1cccc(F)c1)N1CCN(c2ccc([N+](=O)[O-])c(N3CCOCC3)c2)CC1
#34 CCC(C)(C)n1nnnc1C(c1ccc(F)cc1)N1CCN(C(=O)c2ccco2)CC1 (stereo not drawn)
#35 CC(=O)C1CCC2C3CC=C4N(C)C(=O)CCC4(C)C3CCC12C (stereo not drawn)
#36 CC1CCN(C(=O)CSc2nncn2C)CC1
#37 C=CCOc1c(CNc2cccc(C(=O)O)c2)cccc1OCC
#38 N#Cc1nc(-c2ccco2)oc1N1CCOCC1
#39 Cc1ccc(C(=O)Oc2ccc(C(=O)COC(=O)c3cnccn3)cc2)cc1
#40 Cc1sc2ncnc(N3CCC(C(=O)Nc4nc5ccc(Cl)cc5s4)CC3)c2c1C

assay / entry | 33 | 34 | 35 | 36 | 37 | 38 | 39 | 40
SRC3 inh | 11 | -3 | -3 | 3 | -2 | 15 | 9 | -34
SRC1 inh | 15 | -4 | -22 | -3 | -30 | -1 | -15 | -80
C8 TRAIL sens | -9 | -3 | 6 | -4 | -24 | -14 | 51* | 5
NR2F2 inh | 4 | -9 | 11 | 8 | -7 | 19 | 6 | -6
LMP1 NFkB inh | -6 | -10 | 9 | 9 | 1 | -10 | -17 | -22
TLR9-MyD88 inh | 7 | 7 | 1 | 1 | 9 | -2 | -1 | -1
TROY NFkB inh | 5 | -7 | -6 | -3 | -67 | -2 | 2 | 23
LRH-1 inv ag | 26 | 24 | 26 | -1 | -16 | -9 | 7 | -45
Vif inh | 3 | 5 | -6 | 11 | 6 | 16 | 19 | -7
NOD2 RIPK2 PPI | 0 | -6 | -7 | -10 | -6 | -1 | 0 | 11
NCOA2 inhibitor | -17 | -6 | -11 | 1 | -32 | -1 | 9 | -47

#41 O=C(CSc1ccc(/C=N/NC(=O)c2cccc(F)c2)o1)Nc1ccccc1
#42 C[C@H]1CC[C@@]2(O[C@@H](CCO)C[C@H](O)[C@H]2O)O1
#43 NC(=O)N/N=C/c1cc(F)cc(F)c1
#44 CC(C)N1CCSC1=S
#45 Cc1cc(C)c(NC(=O)CCCCCNC2CCCCC2)c(C)c1
#46 COc1ccc2cc(C(=O)N3CCC(Cc4ccccc4)CC3)[nH]c2c1

assay / entry | 41 | 42 | 43 | 44 | 45 | 46
SRC3 inh | -26 | 9 | 7 | 5 | -24 | -20
SRC1 inh | -31 | 6 | 4 | 3 | 5 | -12
C8 TRAIL sens | -5 | -7 | -8 | -13 | -13 | 3
NR2F2 inh | -27 | 15 | -13 | 4 | 4 | 36
LMP1 NFkB inh | -1 | 1 | -7 | 2 | -3 | -14
TLR9-MyD88 inh | 4 | -1 | 1 | -4 | -5 | 11
TROY NFkB inh | -23 | -5 | -5 | -16 | -25 | -20
LRH-1 inv ag | -36 | 0 | -1 | 1 | -20 | -1
Vif inh | -9 | 7 | 4 | 1 | 11 | 5
NOD2 RIPK2 PPI | -6 | -9 | -18 | -4 | -55 | 0
NCOA2 inhibitor | -60 | 0 | 21 | -23 | 7 | 2

Some of the compounds tested; rates above refer to the full screens.
